CHT PAM – allosterically activates the human high affinity choline transporter. Q9GZV3. CHT-expressing cells, membrane potential dye, choline EC20; stronger effect = higher value; LV-AA mutant CHT in HEK293 cells. B-score at 10 µM. hit rate 0.49% among 310,000;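 active means initial fluorescence not abnormally high and integrated response B-score, plate-corrected, over 3 SD above library mean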
Target sequence (Q9GZV3 whole entry, looked up): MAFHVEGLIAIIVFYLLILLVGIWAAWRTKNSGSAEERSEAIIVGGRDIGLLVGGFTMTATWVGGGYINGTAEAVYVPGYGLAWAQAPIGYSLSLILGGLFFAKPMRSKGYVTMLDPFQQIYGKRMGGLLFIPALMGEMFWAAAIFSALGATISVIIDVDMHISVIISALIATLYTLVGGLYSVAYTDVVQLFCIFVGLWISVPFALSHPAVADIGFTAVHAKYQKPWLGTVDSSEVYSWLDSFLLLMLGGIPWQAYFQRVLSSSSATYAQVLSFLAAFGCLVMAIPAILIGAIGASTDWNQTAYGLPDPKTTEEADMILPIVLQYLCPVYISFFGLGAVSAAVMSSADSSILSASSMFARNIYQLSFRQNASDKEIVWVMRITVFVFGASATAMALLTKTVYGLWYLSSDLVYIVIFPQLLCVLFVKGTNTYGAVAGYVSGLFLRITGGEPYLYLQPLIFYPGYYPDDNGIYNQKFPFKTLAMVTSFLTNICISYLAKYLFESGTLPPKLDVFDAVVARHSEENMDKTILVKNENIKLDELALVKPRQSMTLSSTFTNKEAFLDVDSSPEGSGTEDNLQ
OX1R antag-1 – human HCRTR1 antagonism; inhibition, % at 5 µM; AID 434989; hit rate 0.43% among 330,000; CHO/OX1R cells, Fluo-8 calcium fluorescence, orexin A;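 active means inhibition above its plate's threshold, mean inhibition of all tested compounds on the plate plus 3 SD, cut at about 37% in these data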;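 further: 0% = orexin A challenge wells and 100% = SB-334867-A antagonist wells; not every result past the cut was called active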
Target sequence (O43613 whole entry, looked up): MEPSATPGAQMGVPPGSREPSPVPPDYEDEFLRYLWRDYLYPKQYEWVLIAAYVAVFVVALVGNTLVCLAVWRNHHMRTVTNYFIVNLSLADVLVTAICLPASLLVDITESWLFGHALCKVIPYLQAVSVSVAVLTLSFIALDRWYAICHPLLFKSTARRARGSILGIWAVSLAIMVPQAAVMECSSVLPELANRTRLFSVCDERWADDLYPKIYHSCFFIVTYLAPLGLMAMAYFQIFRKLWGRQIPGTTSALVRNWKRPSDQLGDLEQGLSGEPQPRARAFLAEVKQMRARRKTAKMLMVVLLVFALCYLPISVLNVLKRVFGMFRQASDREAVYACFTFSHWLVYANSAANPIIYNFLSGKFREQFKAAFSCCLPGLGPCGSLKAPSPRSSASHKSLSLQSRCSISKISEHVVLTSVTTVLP
OX1R antag-2 – OX1R (human) antagonism. OX1R-expressing cells, FRET antagonist read-out. inhibition, % at 6.6 µM. hit rate 1.8% among 330,000. AID 485270; in the data active means inhibition mostly above about 38%, no sharp cut-off; inactive means mostly below about 40%;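 further: 0% = agonist challenge alone and 100% = reference antagonist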
* marks the source's active call; other numbers are inactive results. Hits appear at their usual frequency (roughly 2.5% active in at least one column).

Preview, 12 compounds:
Screening Cc1cc([N+](=O)[O-])c(C)cc1-c1ccc(/C=N/NC(=O)c2cccnc2)o1 returned CHT PAM inactive, OX1R antag-1 -12 and OX1R antag-2 19.
Fc1ccc(OCc2nnc(SCCN3CCOCC3)o2)cc1 was read as CHT PAM inactive, OX1R antag-1 -14 and OX1R antag-2 24.
For CN(Cc1ccco1)C(=O)c1ccc(CNS(=O)(=O)c2ccc3c(c2)C(C)(C)C(=O)N3C)cc1 the results were CHT PAM inactive, OX1R antag-1 -22 and OX1R antag-2 6.
For S=C(NCCC1=CCCCC1)NCc1ccco1 the results were CHT PAM inactive, OX1R antag-1 -13 and OX1R antag-2 7.
`CCOc1ccc(CCN2CN(C3CCCCC3)CNC2=S)cc1OCC` gave CHT PAM inactive, OX1R antag-1 -15 and OX1R antag-2 4.
For CCCCCCn1nc(C(=O)N(CCOC)c2c(N)n(CCCC)c(=O)[nH]c2=O)c2ccccc2c1=O the results were CHT PAM inactive, OX1R antag-1 -29 and OX1R antag-2 13.
For O=C(O)c1cccc(Nc2ccc3nonc3c2[N+](=O)[O-])c1 the results were CHT PAM inactive, OX1R antag-1 -3 and OX1R antag-2 92*.
N/C(=N\OC(=O)c1cccc(F)c1)c1ccccc1 was read as CHT PAM inactive, OX1R antag-1 -2 and OX1R antag-2 2.
For Cc1cc(Cl)c(OCCCSc2nc(C)cc(=O)[nH]2)c(Br)c1 the results were CHT PAM inactive, OX1R antag-1 -26 and OX1R antag-2 8.
`COc1ccc(S(=O)(=O)N2CCN(Cc3ccc(OC)c(OC)c3)CC2)cc1` gave CHT PAM inactive, OX1R antag-1 -22 and OX1R antag-2 5.
COc1ccc(CCNc2cc(C)nc3c(-c4ccccc4OC)cnn23)cc1OC was read as CHT PAM inactive, OX1R antag-1 -8 and OX1R antag-2 15.
For COc1cc(OC)c2ccc(=O)oc2c1C(CC(=O)N1CCOCC1)c1ccc(N(C)C)cc1 (centres undefined) the results were CHT PAM inactive, OX1R antag-1 -8 and OX1R antag-2 23.

All compounds of this part, from the start:
Screening Cc1cc([N+](=O)[O-])c(C)cc1-c1ccc(/C=N/NC(=O)c2cccnc2)o1 returned CHT PAM inactive, OX1R antag-1 -12 and OX1R antag-2 19.
Fc1ccc(OCc2nnc(SCCN3CCOCC3)o2)cc1 was read as CHT PAM inactive, OX1R antag-1 -14 and OX1R antag-2 24.
For CN(Cc1ccco1)C(=O)c1ccc(CNS(=O)(=O)c2ccc3c(c2)C(C)(C)C(=O)N3C)cc1 the results were CHT PAM inactive, OX1R antag-1 -22 and OX1R antag-2 6.
For S=C(NCCC1=CCCCC1)NCc1ccco1 the results were CHT PAM inactive, OX1R antag-1 -13 and OX1R antag-2 7.
`CCOc1ccc(CCN2CN(C3CCCCC3)CNC2=S)cc1OCC` gave CHT PAM inactive, OX1R antag-1 -15 and OX1R antag-2 4.
For CCCCCCn1nc(C(=O)N(CCOC)c2c(N)n(CCCC)c(=O)[nH]c2=O)c2ccccc2c1=O the results were CHT PAM inactive, OX1R antag-1 -29 and OX1R antag-2 13.
For O=C(O)c1cccc(Nc2ccc3nonc3c2[N+](=O)[O-])c1 the results were CHT PAM inactive, OX1R antag-1 -3 and OX1R antag-2 92*.
N/C(=N\OC(=O)c1cccc(F)c1)c1ccccc1 was read as CHT PAM inactive, OX1R antag-1 -2 and OX1R antag-2 2.
For Cc1cc(Cl)c(OCCCSc2nc(C)cc(=O)[nH]2)c(Br)c1 the results were CHT PAM inactive, OX1R antag-1 -26 and OX1R antag-2 8.
`COc1ccc(S(=O)(=O)N2CCN(Cc3ccc(OC)c(OC)c3)CC2)cc1` gave CHT PAM inactive, OX1R antag-1 -22 and OX1R antag-2 5.
COc1ccc(CCNc2cc(C)nc3c(-c4ccccc4OC)cnn23)cc1OC was read as CHT PAM inactive, OX1R antag-1 -8 and OX1R antag-2 15.
For COc1cc(OC)c2ccc(=O)oc2c1C(CC(=O)N1CCOCC1)c1ccc(N(C)C)cc1 (centres undefined) the results were CHT PAM inactive, OX1R antag-1 -8 and OX1R antag-2 23.
`CCOC(=O)C1=C(C)NC(=O)NC1c1ccccc1Cl` (centres undefined) gave CHT PAM inactive, OX1R antag-1 -29 and OX1R antag-2 2.
`COc1ccccc1/C=C/CN1CCOCC1` gave CHT PAM inactive, OX1R antag-1 -4 and OX1R antag-2 7.
COc1cccc(NC(=O)C2CCN(c3cnccn3)CC2)c1 was read as CHT PAM inactive, OX1R antag-1 -4 and OX1R antag-2 13.
`COc1ccc(S(=O)(=O)N2CCCC2C(=O)Nc2ccc(C)cc2)cc1` (centres undefined) gave CHT PAM inactive, OX1R antag-1 -2 and OX1R antag-2 75.
Cn1c(=O)c2c(nc(N3CCc4ccccc4C3)n2Cc2ccc(Br)cc2)n(C)c1=O was read as CHT PAM inactive, OX1R antag-1 -21 and OX1R antag-2 35.
Screening CC(=O)c1cc(C#N)c(SCC(=O)Nc2nccs2)nc1C returned CHT PAM inactive, OX1R antag-1 -25 and OX1R antag-2 23.
`O=C(Nc1cccc(Cl)c1)N1N=CCC1c1ccccc1` (centres undefined) gave CHT PAM inactive, OX1R antag-1 -19 and OX1R antag-2 4.
Screening CCCC(=O)Nc1nn(C)c2nc3ccc(C)cc3cc12 returned CHT PAM inactive, OX1R antag-1 -50 and OX1R antag-2 6.
`Cn1ncc(C#N)c1NC(=O)C1CC(c2c(F)cccc2Cl)=NO1` (centres undefined) gave CHT PAM inactive, OX1R antag-1 -13 and OX1R antag-2 -5.
`COC(=O)c1c(NC(=O)C2Cc3ccccc3C(=O)O2)sc2c1CCCC2` (centres undefined) gave CHT PAM inactive, OX1R antag-1 -3 and OX1R antag-2 8.
CCCCn1c(=O)[nH]c(=O)c2c1nc(-c1ccc3ccccc3c1)n2CC was read as CHT PAM inactive, OX1R antag-1 -42 and OX1R antag-2 10.
`O=C1Nc2ccccc2/C1=C/c1ccccc1Cl` gave CHT PAM inactive, OX1R antag-1 -15 and OX1R antag-2 2.
Screening CCOC(=O)N1CCN(c2cc(C)c([N+](=O)[O-])cc2F)CC1 returned CHT PAM inactive, OX1R antag-1 25 and OX1R antag-2 30.
`Cc1ccc(CNC(=O)Cc2cccs2)cc1` gave CHT PAM inactive, OX1R antag-1 -25 and OX1R antag-2 16.
Cc1ccc(-c2[nH]nc3c2C(c2ccoc2)C(C#N)=C(N)O3)cc1C (centres undefined) was read as CHT PAM inactive, OX1R antag-1 -5 and OX1R antag-2 10.
`Cc1cccc(NC(=O)c2cccnc2)c1C` gave CHT PAM inactive, OX1R antag-1 -5 and OX1R antag-2 5.
`CCn1nnc(NC(=O)C(c2ccccc2)c2ccccc2)n1` gave CHT PAM inactive, OX1R antag-1 -19 and OX1R antag-2 15.
For COc1ccc(/C=C/c2cccc[n+]2C)c(O)c1 the results were CHT PAM inactive, OX1R antag-1 -1 and OX1R antag-2 32.
For CCOC(=O)CSc1cc(=O)n(CC)c2ccccc12 the results were CHT PAM inactive, OX1R antag-1 -12 and OX1R antag-2 4.
Screening O=C(Nc1ccc(N2CCN(c3ccc(C(F)(F)F)cn3)CC2)nc1)c1cccs1 returned CHT PAM inactive, OX1R antag-1 15 and OX1R antag-2 6.
For Cc1ccc(C(=O)NC(CCc2ccccc2)C(=O)O)cc1 (centres undefined) the results were OX1R antag-1 -9 and OX1R antag-2 10.
For Cc1cccc(CS(=O)(=O)Cc2ccc(C(=O)NC3CCCC3)o2)c1 the results were CHT PAM inactive, OX1R antag-1 -15 and OX1R antag-2 8.
Screening Cc1cccc(C(=O)OCC(=O)NCc2cccs2)c1 returned CHT PAM inactive, OX1R antag-1 -14 and OX1R antag-2 30.
For Cc1ccc(C(=O)NNC(=O)c2ccc(NS(=O)(=O)c3cccs3)cc2)o1 the results were OX1R antag-1 1 and OX1R antag-2 -1.
`Cc1cccc(NC(=S)N(Cc2cccc(Br)c2)CC2CCC(C(=O)O)CC2)c1` (centres undefined) gave CHT PAM inactive, OX1R antag-1 -9 and OX1R antag-2 12.
Screening Cc1cccc(CSc2nn3c(=O)c(C)nnc3s2)c1 returned CHT PAM inactive, OX1R antag-1 -11 and OX1R antag-2 15.
Screening CCC(CC)C1C(C#N)=C(N)Oc2cc(C)oc(=O)c21 (centres undefined) returned CHT PAM inactive, OX1R antag-1 -21 and OX1R antag-2 -1.
For O=C(NCc1cccc(C(F)(F)F)c1)C1CC(c2ccccc2C(F)(F)F)=NO1 (centres undefined) the results were CHT PAM inactive, OX1R antag-1 -18 and OX1R antag-2 15.
`CC(C)CNS(=O)(=O)c1ccc(CCC(=O)NCCC2=CCCCC2)cc1` gave CHT PAM inactive, OX1R antag-1 -24 and OX1R antag-2 -2.
CC1(C(=O)NC(=S)NNC(=O)c2ccncc2)CCCCC1 was read as CHT PAM inactive, OX1R antag-1 21 and OX1R antag-2 11.
Cc1ccc(Sc2nnc(-c3ccccc3)cc2C#N)cc1 was read as CHT PAM inactive, OX1R antag-1 -13 and OX1R antag-2 -2.
For COc1ccc(OC)c2c(C)cc(N3CCN(C(=O)c4ccc(Cl)cc4)CC3)nc12 the results were CHT PAM inactive, OX1R antag-1 -38 and OX1R antag-2 9.
`O=C(Cn1c(COc2ccccc2)nc2ccccc21)Nc1cc(Cl)cc(Cl)c1` gave CHT PAM inactive, OX1R antag-1 -21 and OX1R antag-2 11.
O=C(NC(=S)NCCC1=CCCCC1)c1ccco1 was read as CHT PAM inactive, OX1R antag-1 -36 and OX1R antag-2 6.
`Cc1nnsc1S(=O)c1ccccc1Cl` (centres undefined) gave CHT PAM inactive, OX1R antag-1 -21 and OX1R antag-2 3.
For O=C1NC(=O)C(Cc2ccccc2)(c2cccnc2)N1 (centres undefined) the results were CHT PAM inactive, OX1R antag-1 -16 and OX1R antag-2 -10.
For O=S1(=O)CC/C(=N\O)c2ccccc21 the results were CHT PAM inactive, OX1R antag-1 -3 and OX1R antag-2 0.
Screening COc1ccc(C(=O)NC(=S)N2CCNC(=O)C2)cc1Br returned CHT PAM inactive, OX1R antag-1 3 and OX1R antag-2 4.
`O=c1cc(N2CCCCC2)c(-c2ccccc2)nn1Cc1cccc(Cl)c1` gave CHT PAM inactive, OX1R antag-1 -18 and OX1R antag-2 5.
For CCCNS(=O)(=O)c1ccc(OCC(=O)Nc2ccc3c(c2)OCO3)cc1 the results were CHT PAM inactive, OX1R antag-1 -10 and OX1R antag-2 8.
For CC(NC(=O)C1CCC(CNS(=O)(=O)c2ccccc2)CC1)c1ccc2c(c1)OCCO2 (centres undefined) the results were CHT PAM inactive, OX1R antag-1 -21 and OX1R antag-2 5.
Cc1ncc(CN2CCCC(C(=O)Nc3ccc(-c4cscn4)cc3)C2)cn1 (centres undefined) was read as CHT PAM inactive, OX1R antag-1 -30 and OX1R antag-2 -6.
Screening CC1CCCCC1NC(=O)c1ccc(NS(=O)(=O)c2ccc3[nH]c(=O)[nH]c3c2)cc1 (centres undefined) returned CHT PAM inactive, OX1R antag-1 -11 and OX1R antag-2 0.
`CNc1nc2c(Cl)cc(Cl)cc2s1` gave CHT PAM inactive, OX1R antag-1 -3 and OX1R antag-2 6.
For O=C(Cc1cccs1)NCc1ccccc1F the results were CHT PAM inactive, OX1R antag-1 -29 and OX1R antag-2 2.
CCOC(=O)CC(=O)CSc1nc(-c2ccc3c(c2)OCO3)cc(C(F)(F)F)c1C#N was read as CHT PAM inactive, OX1R antag-1 -7 and OX1R antag-2 12.
For COC(CNC(=O)C(=O)NCC1OCCN1C(=O)c1ccc(Cl)cc1)OC (centres undefined) the results were CHT PAM inactive, OX1R antag-1 -23 and OX1R antag-2 4.
Screening CCOC(=O)c1nn(-c2ccc(C)cc2)c(C)c1C(C)=O returned CHT PAM inactive, OX1R antag-1 -10 and OX1R antag-2 5.
Screening Cc1ccc(-c2nnn(CC(=O)N(Cc3ccco3)C(C(=O)NC(C)(C)C)c3ccc(C)o3)n2)o1 (centres undefined) returned CHT PAM inactive, OX1R antag-1 -17 and OX1R antag-2 18.
Screening O=C(COCc1cc(-c2ccc3c(c2)OCO3)on1)N1CCCCC1 returned CHT PAM inactive, OX1R antag-1 1 and OX1R antag-2 16.
For CC(=O)c1ccc2c(c1)CC(C)C(=O)N2C (centres undefined) the results were CHT PAM inactive, OX1R antag-1 0 and OX1R antag-2 6.
`O=C(/C=C/c1cccc([N+](=O)[O-])c1)N1CCN(c2ccc(F)cc2)CC1` gave CHT PAM inactive, OX1R antag-1 -14 and OX1R antag-2 11.
`CCOc1ccc(NC(=O)c2ccc3c(c2)CCN3S(C)(=O)=O)cc1` gave CHT PAM inactive, OX1R antag-1 -16 and OX1R antag-2 29.
For CCc1nnc(NC(=O)CN2C(=O)c3ccccc3C2=O)s1 the results were CHT PAM inactive, OX1R antag-1 -5 and OX1R antag-2 0.
Cc1cc(C)n(-c2cc(N3CCN(C(=O)c4cccc(Br)c4)CC3)ccc2[N+](=O)[O-])n1 was read as CHT PAM inactive, OX1R antag-1 -42 and OX1R antag-2 27.
COc1ccc(C(=S)N2CCN(c3ccccc3C)CC2)cc1 was read as CHT PAM inactive, OX1R antag-1 -23 and OX1R antag-2 -2.
For Cc1ccc(C2=NOC(C)(c3nnc(-c4ccc(Cl)cc4)o3)C2)cc1 (centres undefined) the results were CHT PAM inactive, OX1R antag-1 -11 and OX1R antag-2 17.
For COc1cccc(/C=C/C(=O)OCC(=O)NCc2ccc(Cl)cc2)c1 the results were CHT PAM inactive, OX1R antag-1 -45 and OX1R antag-2 35.
`O=C(NN1CCOCC1)c1c(-c2ccccc2)sc2ccccc12` gave OX1R antag-1 -9 and OX1R antag-2 11.
For CCn1c2ccccc2c2cc(NC(=O)COC(=O)c3cc(S(=O)(=O)N4CCCCC4)ccc3Cl)ccc21 the results were CHT PAM inactive, OX1R antag-1 -18 and OX1R antag-2 6.
CCOC(=O)C1CCN(CC(O)COCc2ccc3c(c2)OCO3)CC1 (centres undefined) was read as CHT PAM inactive, OX1R antag-1 -17 and OX1R antag-2 6.
